Assay outcomes as filed in PubChem BioAssay.
All columns: NCI-60 one-dose screen, growth in % after 48 h at 10 µM unless noted; 100 = growth as untreated, 0 = no growth, -100 = all killed.
SNB-75 – SNB-75 CNS cancer; actives 5% (n = 79,000); AID 1794750
KM12 – KM12 colon cancer cells; actives 5% (n = 82,000)
HCT-15 – HCT-15 colon cancer. actives 5.2% (n = 82,000)
COLO 205 – COLO 205 colon cancer. actives 7.3% (n = 79,000)
HT29 – HT29 colon cancer; actives 7.4% (n = 81,000)
A498 – A498 renal cancer cells | actives 5.4% (n = 76,000) | AID 1794774
SW-620 – SW-620 colon cancer; AID 1794795; actives 5.2% (n = 82,000)
HCC-2998 – HCC-2998 colon cancer. actives 4.7% (n = 79,000)
HCT-116 – HCT-116 colon cancer | actives 7.3% (n = 82,000)
The depositor's hits bear a star; nt = no result given; & = joins results of further samples; [ ] = dose if it differs, or a comment. The calls were made as follows: active = growth percent below 10; inactive = the rest.

SMILES	SNB-75	KM12	HCT-15	COLO 205	HT29	A498	SW-620	HCC-2998	HCT-116
COc1cc(-c2cc(C(=O)Nc3nc4cc(C)c(C)cc4s3)nc3cc(-c4ccccc4)nn23)cc(OC)c1OC	101	116	108	110	96	110	110	106	102
CN1C(=O)/C(=C\c2ccc(F)cc2)c2ccccc21	75	79	82	117	103	91	102	99	87
NC(=O)C(=Cc1ccc(Cl)cc1)C(N)=O	62	85	37	81	77	nt	52	86	52
O=C(Nc1ccc(F)cc1)C(Sc1nc2ccccc2c(=O)[nH]1)c1ccccc1 (configuration not stated)	60	101	96	120	120	115	97	114	90
C[N+](C)(C)CCS(=O)(=O)[O-]	99	111	109	110	97	92	105	109	99
COc1cc(Cl)cc(-c2nn(-c3cccc(NC(=O)c4cccc(C(F)(F)F)c4)c3)cc2-c2ccncc2)c1	54	44	33	68	42	21	77	55	34
Cc1ccc(-c2nc(SCC(=O)c3ccc(-c4ccccc4)cc3)[nH]c(=O)c2C#N)cc1	88	97	95	109	102	96	95	99	98
O=C(c1ccccc1)N1CCCCC1	86&95	103&107	102&103	109&113	94&90	102	104&97	100&114	101&97
Cc1cc(=O)n2c(-c3ccc(Cl)cc3)cnc2[nH]1	97	103	102	111	91	64	94	100	85
O=C(O)C1CCCCN1c1nc(Cl)nc(Cl)n1 (configuration not stated)	nt	111	102	106	106	90	101	101	111
COc1ccc(OC)c(-c2nc(SCC(=O)c3ccc(Br)cc3)nc(Nc3ccc(S(N)(=O)=O)cc3)c2C#N)c1	22	21	22	68	27	26	36	71	15
Cc1ccc2c(c1)S(=O)(=O)N(C)C(c1ccccc1)=C2	104	96	108	119	90	89	103	nt	102
COc1ccc(-c2nn(-c3cccc(NC(=O)Nc4ccccc4)c3)cc2-c2ccncc2)cc1Cl	27	-16*	17	-51*	-70*	32	-20*	-71*	5.4*
Cc1cc(OCc2ccccc2)ccc1[N+](=O)[O-]	99	108	103	119	102	90	97	nt	102
O=C(CC1(O)C(=O)Nc2ccccc21)c1cc2ccccc2oc1=O (configuration not stated)	90	103	94	118	117	150	104	129	94
COc1ccc(/C=N/NC(=O)COc2ccc3c(C)c(Cc4ccccc4)c(=O)oc3c2C)cc1	55	90	94	nt	94	86	102	102	86
Cc1ccc(NC(=O)c2ccc(Cl)cc2Cl)cc1C	118	103	97	117	108	93	111	103	107
O=C(Nc1c(Cl)cccc1Cl)OCCOc1ccc(Cl)cc1Cl	76	90	66	101	71	80	84	91	70
Cc1cc(C)cc(Nc2cc(C)nc3nc(C(F)(F)F)nn23)c1	62	26	30	17	41	67	35	40	19
COc1ccc(CCNC(=O)Cc2cc3c(cc2[N+](=O)[O-])OCO3)cc1OC	91	94	101	110	101	99	99	104	96
CCOC(=O)c1ccc(N=Cc2cc(Cl)cc(Cl)c2O)cc1	84	98	91	118	102	93	110	105	94
COc1ccc(C2C3Cc4cc(OC)c(OC)cc4C3=NN2C(=O)Nc2ccc(F)cc2)cc1OC (configuration not stated)	109	99	102	112	93	98	108	113	102
O=S(=O)(Oc1ccc(-c2cn3ccsc3n2)cc1)c1cccc(C(F)(F)F)c1	102	102	97	113	107	87	97	120	104
Nc1nc(NS(=O)(=O)c2ccccc2)ncc1-c1nc2ccccc2[nH]1	71	101	105	106	101	70	117	108	107
CC(=O)Cc1nsc(NC(=O)c2ccc(COc3ccccc3)o2)n1	90	101	101	114	102	103	104	99	110
O=C(Cn1c(-c2cnccn2)nc2cc(Br)cnc21)NNC(=O)c1ccncc1	60	73	101	125	101	120	101	113	80
O=C(NNc1nc(Cl)nc(NC2CCCC2)n1)c1cccnc1	106[100 µM]	101[100 µM]	99[100 µM]	125[100 µM]	115[100 µM]	109[100 µM]	116[100 µM]	114[100 µM]	98[100 µM]
CC(=O)N=C1N(/C=C2\C(=O)Oc3ccccc3C2=O)C(=O)/C(=C/c2ccc(OC(C)=O)cc2)N1C	89	105	110	109	109	85	102	93	122
O=C1OC(c2cccc3c(F)cccc23)c2ccccc21 (configuration not stated)	96	109	109	98	100	103	102	102	95
Clc1ncnc2scc(C3COc4ccccc4O3)c12 (configuration not stated)	65	104	80	100	103	97	93	88	86
COc1nc2ccccc2cc1/C=N/O	61	107	91	102	97	94	75	95	89
Cc1ccc(C(=O)N/N=C/c2ccccc2)cn1	80	99	103	109	104	89	103	107	95
C=C1SC(=Nc2ccc(Cl)cc2)N(c2nc(Cl)nc(Cl)n2)C12CCCCC2	102	111	98	107	113	114	109	115	102
Nc1ccc(S(=O)(=O)NCC(=O)O)cc1	113	109	104	121	101	87	101	106	103
O=C(N/N=C/c1ccccc1[N+](=O)[O-])c1cc(-c2nc3ccccc3[nH]2)nc2ccccc12	67	89	74	91	87	39	105	98	88
C#CCNC(=O)[C@]12CC[C@@H](C(=C)C)[C@@H]1[C@H]1CC[C@@H]3[C@@](C)(CCC#N)[C@H](C(=C)C)CC[C@@]3(C)[C@]1(C)CC2	83	65	70	nt	56	79	73	88	40
CN(C)C(=S)SCN1C(=O)c2ccc([N+](=O)[O-])cc2S1(=O)=O	100	96	95	76	nt	93	90	102	96
O=C(O)c1cn(C2CC2)c2cc(N3CCN(S(=O)(=O)c4ccc(Cl)cc4Cl)CC3)c(F)cc2c1=O	30	91	84	89	96	76	108	91	87
N#C/C(=C\c1ccc(Br)cc1)n1nnc2ccccc21	25	1.7*	2.5*	nt	3.8*	nt	-20*	-31*	-44*
COc1ccc(NC(=O)c2c(Nc3ccccc3)nn3c(-c4ccc(Cl)cc4)c(-c4nc5ccccc5s4)c(N)nc23)cc1	89	108	101	115	115	68	106	108	94

Entries of single compounds, quoted from the list. Screens in order: SNB-75 | KM12 | HCT-15 | COLO 205 | HT29 | A498 | SW-620 | HCC-2998 | HCT-116
Record of `CC(=O)N=C1N(/C=C2\C(=O)Oc3ccccc3C2=O)C(=O)/C(=C/c2ccc(OC(C)=O)cc2)N1C` → 89 | 105 | 110 | 109 | 109 | 85 | 102 | 93 | 122
Record of `O=C(NNc1nc(Cl)nc(NC2CCCC2)n1)c1cccnc1` → 106[100 µM] | 101[100 µM] | 99[100 µM] | 125[100 µM] | 115[100 µM] | 109[100 µM] | 116[100 µM] | 114[100 µM] | 98[100 µM]
Record of `CC(=O)Cc1nsc(NC(=O)c2ccc(COc3ccccc3)o2)n1` → 90 | 101 | 101 | 114 | 102 | 103 | 104 | 99 | 110
Record of `CN(C)C(=S)SCN1C(=O)c2ccc([N+](=O)[O-])cc2S1(=O)=O` → 100 | 96 | 95 | 76 | nt | 93 | 90 | 102 | 96

(further entries)
SMILES	SNB-75	KM12	HCT-15	COLO 205	HT29	A498	SW-620	HCC-2998	HCT-116
COc1cc(/C=N/NC(=O)Cn2nnc3ccccc32)cc(OC)c1OC	99	97	102	104	101	102	104	100	87
CCOP(=O)(OCC)c1nc(-c2ccccc2)oc1NCCC(=O)O	90	107	113	114	103	113	107	109	111
Cn1c2ccccc2c2c(OC(=O)c3ccccc3)c3c(nc21)-c1ccccc1C3	91	97	105	121	92	119	105	106	96
CC1(C)CC[C@]23CC[C@]4(C)[C@H](CC[C@@H]5[C@H]6c7c([nH]c8ccccc8c7=O)C(C)(C)[C@@H]6CC[C@]54C)[C@H]2C1OC3=O	84	87	96	98	91	95	99	90	85
CCC(C)[C@H]1OC(=O)[C@H](C(C)C)N(C)C(=O)[C@@H](C(C)C)OC(=O)[C@H](C(C)C)N(C)C(=O)[C@@H](C(C)CC)OC(=O)[C@H](C(C)C)N(C)C1=O (some centres not stated)	-2.1*	16	11	-92*	6.9*	-2.5*	17	23	8.6*
N#Cc1cnn(-c2nc3c(Cl)cccc3s2)c1N	78	89	92	92	85	97	95	91	62
COc1ccc(-c2nc(SCC(C)C)nc(Nc3ccc(C(=O)O)cc3)c2C#N)cc1	89	92	33	90	95	nt	102	98	85
COc1ccc(-c2c3c(=O)n(C)c(=O)n(C)c3cn2-c2ccc(F)cc2)cc1	96	109	101	113	106	75	98	103	nt
Cc1ccc(C(=O)CS(=O)(=O)c2ccc(C)cc2)cc1	93	107	99	120	115	87	105	105	99
CC(C)(C)C1=CC(CC(N)=O)(C(C)(C)C)OC1=O (configuration not stated)	85	102	102	113	107	104	100	96	94
O=Cc1c(-c2ccc(F)cc2)nc2sc(-c3c[nH]c4ccccc34)nn12	84	90	91	96	104	86	104	107	91
C=CCN1C(=O)C(O)(CC(=O)c2cc3ccccc3oc2=O)c2ccccc21 (configuration not stated)	79	85	80	103	104	140	70	122	82
C[Si](C)(C)C(c1ccccc1)c1ccccc1	102	107	92	105	101	100	101	97	98
COc1ccc2nc(NC(=O)Nc3c(F)cccc3F)sc2c1	118	112	101	125	102	88	105	102	102
CC1CN=C(NS(=O)(=O)c2ccccc2)N1 (configuration not stated)	91	111	94	111	109	101	104	110	108
COc1ccc(Oc2ccc(/C=N/NC(=O)CSc3nc4ccccc4c(=O)n3-c3ccccc3)cc2)cc1	92	103	94	105	105	106	98	115	93
Brc1ccc(Nc2csc(-c3ccccn3)n2)cc1	72	73	67	111	81	nt	71	92	89
COc1ccc(-c2nnc(CNc3ccc(F)c(Cl)c3)o2)cc1	95	101	106	108	88	102	115	107	96
CN1CCc2c(sc3ncnc(N/N=C/c4cn(-c5ccccc5)nc4-c4ccc(Cl)cc4)c23)C1	74	22	7.1*	-30*	6.0*	94	11	5.2*	2.7*
O=C(Nc1cccnc1Nc1ccc(Cl)cc1)c1cn(Cc2cccc(Oc3ccccc3)c2)nn1	42	32	26	74	27	27	37	64	23

Part of the list above in another layout:
compound | SNB-75 | KM12 | HCT-15 | COLO 205 | HT29 | A498 | SW-620 | HCC-2998 | HCT-116
Brc1ccc(Nc2csc(-c3ccccn3)n2)cc1 | 72 | 73 | 67 | 111 | 81 | nt | 71 | 92 | 89
COc1ccc(-c2nnc(CNc3ccc(F)c(Cl)c3)o2)cc1 | 95 | 101 | 106 | 108 | 88 | 102 | 115 | 107 | 96
CN1CCc2c(sc3ncnc(N/N=C/c4cn(-c5ccccc5)nc4-c4ccc(Cl)cc4)c23)C1 | 74 | 22 | 7.1* | -30* | 6.0* | 94 | 11 | 5.2* | 2.7*
O=C(Nc1cccnc1Nc1ccc(Cl)cc1)c1cn(Cc2cccc(Oc3ccccc3)c2)nn1 | 42 | 32 | 26 | 74 | 27 | 27 | 37 | 64 | 23

Next section:
SMILES	SNB-75	KM12	HCT-15	COLO 205	HT29	A498	SW-620	HCC-2998	HCT-116
O=[N+]([O-])c1ccc(/C=N\O)cc1	109	107	100	111	106	98	99	106	102
Cc1ccc(C)c(C(=O)C2CC2)c1	79	109	96	108	104	110	109	102	104
COc1cc2c(=O)n(CCCCl)c3c4cc5c(cc4ccc3c2cc1OC)OCO5	52	94	89	nt	54	70	72	97	57
O=C(O)C(O)c1ccccc1Cl (configuration not stated)	89	100	101	100	95	118	108	90	98
CCc1nc2cc(/C=C/C(=O)NO)ccc2c(=O)n1CCc1ccc(OC)cc1	24	24	25	-2.8*	6.6*	-4.2*	5.4*	48	1.3*
S=c1sc2ccccc2n1CN(c1ccccc1)c1ccc2ccccc2c1	88	110	110	106	104	nt	91	123	96
C=CCn1c(SCC(=O)c2ccccc2)nnc1-c1cc(-c2ccc(S(N)(=O)=O)cc2)nc2ccccc12	86	101	87	121	109	99	100	103	94
CCOC(=O)n1cc(-c2nonc2-c2cn(C(=O)OCC)c3ccc(F)cc23)c2cc(F)ccc21	98	89	93	105	89	95	101	96	95
CC(=O)OC1CCC2C3CCc4cc(OP(=O)(N5CC5)N5CC5)ccc4C3CCC12C (configuration not stated)	110	107	100	117	97	75	98	111	91
Nc1nc(N)nc(C2CC3C=CC2C3)n1 (configuration not stated)	86	108	95	104	103	112	100	103	102

Four entries from above, field by field:
> S=c1sc2ccccc2n1CN(c1ccccc1)c1ccc2ccccc2c1
  SNB-75: 88; KM12: 110; HCT-15: 110; COLO 205: 106; HT29: 104; A498: nt; SW-620: 91; HCC-2998: 123; HCT-116: 96
> Cc1ccc(C)c(C(=O)C2CC2)c1
  SNB-75: 79; KM12: 109; HCT-15: 96; COLO 205: 108; HT29: 104; A498: 110; SW-620: 109; HCC-2998: 102; HCT-116: 104
> O=[N+]([O-])c1ccc(/C=N\O)cc1
  SNB-75: 109; KM12: 107; HCT-15: 100; COLO 205: 111; HT29: 106; A498: 98; SW-620: 99; HCC-2998: 106; HCT-116: 102
> Nc1nc(N)nc(C2CC3C=CC2C3)n1 (configuration not stated)
  SNB-75: 86; KM12: 108; HCT-15: 95; COLO 205: 104; HT29: 103; A498: 112; SW-620: 100; HCC-2998: 103; HCT-116: 102
